Source: PubChem
CDK5 p35 inh: CDK5/p35 (human) kinase inhibition; Recombinant CDK5/p35, ADP-Glo luminescence, 60 min; 330,000 compounds, 0.01% hits; AID 488839; Q00535+Q15078; inhibition, % at 10 µM;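 active = highest replicate inhibition of at least 50% and at least 75% of replicates reaching 50%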;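 note: plate controls were DMSO neutral control for no effect and GW8510 at 10 µM for full effect; many of its hits are not listed in these tables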
dFosB activator: enhances mouse delta FosB homodimer DNA binding. activation, % at 25 µM. P13346. purified delta FosB, TAMRA-CDK5 oligo fluorescence polarization; percent of positive-control signal above neutral wells. 340,000 compounds, 0.99% hits;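 active = mean activation above about 17%, with every replicate also reaching it, limit read from the data, passing the limit was not always enough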;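 note: fluorescence polarization rise as delta FosB binds a TAMRA Cdk5 AP-1 oligo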
Target sequence (P13346 whole entry, looked up): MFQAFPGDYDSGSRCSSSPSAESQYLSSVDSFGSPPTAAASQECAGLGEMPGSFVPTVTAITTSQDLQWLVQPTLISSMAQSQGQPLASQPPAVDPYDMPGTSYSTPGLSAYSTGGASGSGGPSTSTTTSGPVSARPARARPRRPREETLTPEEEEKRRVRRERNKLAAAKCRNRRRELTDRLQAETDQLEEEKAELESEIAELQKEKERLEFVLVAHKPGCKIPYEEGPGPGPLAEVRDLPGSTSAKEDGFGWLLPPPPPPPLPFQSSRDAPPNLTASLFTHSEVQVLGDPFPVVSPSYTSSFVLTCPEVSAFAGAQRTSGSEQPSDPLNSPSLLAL
Rtt109 Vps75: blocks Candida albicans Rtt109/Vps75 acetyltransferase activity | purified Rtt109/Vps75, ThioGlo CoA-SH fluorescence, 4 h | inhibition, % at 34.9 µM | 330,000 compounds, 0.16% hits | AID 540336;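 active = inhibition of at least 50% in every replicate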
Target sequence (Q5AAJ8 whole entry, looked up): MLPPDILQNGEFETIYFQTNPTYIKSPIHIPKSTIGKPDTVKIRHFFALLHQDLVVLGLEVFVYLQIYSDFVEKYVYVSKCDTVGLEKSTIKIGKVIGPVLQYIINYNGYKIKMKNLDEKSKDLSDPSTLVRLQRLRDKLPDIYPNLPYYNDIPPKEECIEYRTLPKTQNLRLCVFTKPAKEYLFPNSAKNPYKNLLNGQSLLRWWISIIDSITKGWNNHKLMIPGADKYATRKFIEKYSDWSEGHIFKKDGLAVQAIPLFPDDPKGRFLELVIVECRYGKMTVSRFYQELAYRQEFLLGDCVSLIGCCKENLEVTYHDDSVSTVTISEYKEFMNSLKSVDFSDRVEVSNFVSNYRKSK
CAL PDZ FP-1: blocks peptide binding to the human CAL PDZ domain | Q9HD26 | purified CAL PDZ, TMR-peptide fluorescence polarization, 1 h | inhibition, % at 24.9 µM | 300,000 compounds, 0.92% hits | AID 602252;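 active = mean inhibition of at least 30% with at least half of replicates also reaching 30%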;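 note: 0% = DMSO neutral control and 100% = excess unlabeled competitor peptide PRC23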
Wnt bcat act: activators of Wnt/beta-catenin signaling | Wnt/beta-catenin reporter cell assay, activator, plate reader | activation, % at 9.35 µM | 300,000 compounds, 1.2% hits; in the data active = activation above about 30%, passing the limit was not always enough;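 note: 0% = neutral control wells and 100% = positive control wells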
cardiac RTF act: cardiac RTF calcium sensitization. P19429+P45379. 340,000 compounds, 0.24% hits. activation, % at 7.2 µM. IANBD-labeled TnC RTF fluorescence at EC20 calcium; 0% EC20 calcium, 100% full calcium;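 active = activation above the mean over all tested compounds plus 3 SD, cut at about 30% in these data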;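 note: rise in fluorescence read as greater calcium sensitivity of cardiac thin filaments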
V-ATPase pH: regulators of yeast V-ATPase proton transport; S. cerevisiae, pHLuorin cytosolic pH fluorescence; response, % at 10 µM; 350,000 compounds, 0.37% hits; AID 504577; in the data active = response mostly above about 7.3%, no sharp cut-off; inactive = mostly below about 5.4%; note: actives read high; inactives centre near 0; some compounds called inactive have numbers as strong as hits
CAL PDZ FP-2: human CAL PDZ-peptide interaction inhibition; purified CAL PDZ, TMR-peptide fluorescence polarization, 1 h; AID 504414; 330,000 compounds, 0.02% hits; inhibition, % at 20 µM;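 active = highest replicate inhibition of at least 40%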;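 note: plate controls were DMSO neutral control wells for no effect and unlabeled competitor peptide control wells for full effect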
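Test system: purified CerCALP PDZ construct; Compound dosing: one concentration, 20 µM compound; Also added: TMR-labelled reporter peptide T*-PRC34 bound in PDZ groove; Read-out: inhibition from polarization loss; Controls: unlabelled peptide and DMSO controls; Signal: FP readout, S and P plane fluorescence; Incubation: 1 h at RT.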
MITF act: activators of MITF-driven TRPM1 promoter activity in SK-MEL-5 cells; activation, % at 12.5 µM; 300,000 compounds, 0.75% hits; SK-MEL-5 TRPM1-promoter luciferase, 24 h; % of positive control, neutral wells = 0;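 active = mean activation of at least 80% with every replicate also reaching 80%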;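 note: 0% = neutral control wells and 100% = parthenolide positive control wells; values of inactives mirror those of a sister screen read the other way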
Tat export inh: blocks Tat-dependent protein export in E. coli | 340,000 compounds, 0.036% hits | inhibition, % at 10 µM | E. coli MC4100 TorA-mCherry Tat export, fluorescence;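 active = mean replicate inhibition at least 50% and at least half of replicates individually reaching 50%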;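 note: exported cargo escapes ClpAP degradation while cytoplasmic cargo is degraded and loses fluorescence; 0% = median of neutral control wells and 100% = median of NaSCN control wells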
Starred values were filed as active, the others as inactive; . = not tested or not shown; & = joins results of further samples. An excerpt; the hit share may differ from the screen's.

The opening 4 compounds, ahead of the listing:
Each structure is followed by: Tat export inh | CAL PDZ FP-2 | MITF act | Wnt bcat act | dFosB activator | CDK5 p35 inh | V-ATPase pH | CAL PDZ FP-1 | cardiac RTF act | Rtt109 Vps75
[1] CCN1C(=O)NC(=O)/C(=C\c2cn(CC(=O)N3CCCCC3)c3ccccc23)C1=O
→ -9 | -1.3 | -8 | 1 | -3 | -0.5 | 0 | 4 | 2 | 2
[2] CC(C(N)=O)N1CC(c2ccc(Cl)cc2)CC1=O (centres undefined)
→ 1 | -0.3 | -12 | . | -1 | -0.9 | -3 | -4 | 3 | 0
[3] Cc1ccc(C2CC3CCC(C2)N3Cc2ccccc2F)cc1 (centres undefined)
→ -5 | -0.6 | 11 | -5 | -4 | 0.0 | 6 | . | 3 | -3
[4] CCCCn1c(O)c(C(C)=NC(Cc2c[nH]c3ccccc23)C(=O)OC)c(=O)[nH]c1=O (centres undefined)
→ -5 | -1.0 | -2 | . | 0 | -0.1 | 1 | . | 5 | 13

The listing, repeating the preview:
Each structure is followed by: Tat export inh | CAL PDZ FP-2 | MITF act | Wnt bcat act | dFosB activator | CDK5 p35 inh | V-ATPase pH | CAL PDZ FP-1 | cardiac RTF act | Rtt109 Vps75
[1] CCN1C(=O)NC(=O)/C(=C\c2cn(CC(=O)N3CCCCC3)c3ccccc23)C1=O
→ -9 | -1.3 | -8 | 1 | -3 | -0.5 | 0 | 4 | 2 | 2
[2] CC(C(N)=O)N1CC(c2ccc(Cl)cc2)CC1=O (centres undefined)
→ 1 | -0.3 | -12 | . | -1 | -0.9 | -3 | -4 | 3 | 0
[3] Cc1ccc(C2CC3CCC(C2)N3Cc2ccccc2F)cc1 (centres undefined)
→ -5 | -0.6 | 11 | -5 | -4 | 0.0 | 6 | . | 3 | -3
[4] CCCCn1c(O)c(C(C)=NC(Cc2c[nH]c3ccccc23)C(=O)OC)c(=O)[nH]c1=O (centres undefined)
→ -5 | -1.0 | -2 | . | 0 | -0.1 | 1 | . | 5 | 13
[5] CCc1nc2ccccc2c(=O)n1-c1ccccc1OC
→ -1 | -0.2 | . | -1 | 1 | 1.7 | 2 | 4 | -3 | 6
[6] COC(=O)CSC1=NP(=S)(SCC(=O)OC)N2CCCC2=C1C#N (centres undefined)
→ 1 | 0.2 | -9 | . | -5 | -0.5 | -1 | . | 8 | -13
[7] COC(=O)C1=C(c2cc3ccccc3o2)C[C@@H]2CC[C@H]1N2C(=O)NCc1ccc(F)cc1
→ 11 | -1.2 | -4 | 3 | -13 | -1.7 | 0 | -4 | 3 | 4
[8] CCCCn1c(O)c(/C=N/NC(=O)c2ccncc2)c(=O)[nH]c1=S
→ 13 | 0.3 | . | 2 | 15 | 1.1 | -3 | -3 | 0 | 13
[9] O=C1CN=C(c2ccc(F)cc2)c2oc3ccccc3c2N1
→ -5 | -0.1 | 4 | 1 | -10 | 0.5 | 1 | . | 4 | -11
[10] O=[N+]([O-])c1ccc(NC2CCCC2)c2ccncc12
→ 5 | -0.7 | -3 | . | -4 | -0.3 | 3 | . | -3 | -7
[11] COc1ccccc1-n1c(-c2ccc(C)cc2)nc2ccccc2c1=O
→ -1 | -1.7 | 23 | 3 | 1 | 1.3 | 0 | 0 | -5 | 20
[12] CN1C(=O)C(=Cc2cn(CC#N)c3ccccc23)C(=O)N(C)C1=O
→ -4 | 0.1 | -20 | 6 | -7 | 0.5 | 0 | -11 | 2 | 6
[13] CC(=O)c1cc(C#N)c(N2CCN(C)CC2)nc1C
→ -7 | 0.7 | -8 | -2 | 0 | 1.8 | 0 | -3 | -4 | -8
[14] S=P1(Oc2ccccc2)Nc2ccccc2N1
→ -6 | 0.3 | 12 | -4 | -9 | 0.9 | 2 | 3 | -6 | -5
[15] O=C(Nc1c(F)cc(F)cc1F)c1cccn(Cc2ccccc2)c1=O
→ 7 | 0.0 | 0 | 1 | -3 | 0.9 | -2 | 4 | 0 | 2
[16] O=C(N/N=C/c1c(O)n(Cc2ccc(F)cc2)c(=O)[nH]c1=O)c1ccccc1O
→ -3 | -2.4 | 9 | 1 | -9 | -0.9 | 3 | 0 | -3 | 25
[17] O=C1NC(=O)N(c2ccc(Br)cc2)C(=O)/C1=C/c1ccsc1
→ 4 | -2.4 | 7 | 2 | 0 | -6.9 | 1 | -2 | 1 | 31
[18] CCc1nnc(NS(=O)(=O)c2ccc(N=Cc3c(O)n(-c4ccc(Cl)cc4)c(=O)[nH]c3=O)cc2)s1
→ -8 | . | 10 | -4 | -4 | -1.0 | 1 | -1 | 3 | 0
[19] CCOC(=O)c1cc(C)sc1/N=C/C1C(=O)NC(=S)NC1=O
→ 0 | 1.3 | -11 | 0 | 5 | -0.5 | 1 | -1 | 1 | 23
[20] O=C(c1ccc2c(c1)OCO2)C1CCCN(Cc2c(F)cccc2Cl)C1 (centres undefined)
→ -8 | -0.5 | -7 | 0 | -8 | 0.9 | -6 | . | -2 | 0
[21] Cc1cc(C(=O)Nc2ccccc2)nn1C(C)(C)C
→ -3 | 0.9 | . | 37* | -2 | -0.1 | -3 | -4 | 1 | 1
[22] Cc1ccc(Cn2c(C)c3cnn(CC(=O)N4CCC5(CC4)OCCO5)c(=O)c3c2C)cc1
→ 5 | -2.1 | -7 | . | -3 | 0.0 | 0 | -4 | 10 | 4
[23] O=C(CCN1CCCCC1)Nc1ccc(Cl)cc1C(=O)c1ccccc1
→ 2 | -0.9 | -19 | -2 | -1 | -0.6 | -1 | -3 | 3 | 8
[24] Cc1ccc2c(c1)N(C(=O)CCC(=O)N1CCC3(CC1)OCCO3)CCO2
→ 2 | -1.4 | 7 | 1 | -8 | 0.4 | -1 | -7 | 1 | -5
[25] Cc1ccc(N)c(N)c1
→ 2 | 0.5 | 99* | 29 | 1 | 0.5 | 1 | -5 | 0 | 0
[26] CC1(C)NC(=S)C(C)(C)N1N=O
→ -6 | 0.5 | -3 | -3 | -5 | -1.2 | 0 | 1 | 1 | -7
[27] CN(C)[C@@H]1C(=O)C(C(N)=O)=C(O)[C@@]2(O)C(=O)C3=C(O)c4c(O)cccc4[C@@](C)(O)[C@H]3[C@H](O)[C@@H]12
→ 6&-4 | 1.6&0.4 | 0&-4 | -3 | -15&-20 | -2.8&0.4 | -1&2 | 2&-3 | -18&-13 | -14&-7
[28] Cc1c(N=Cc2c(O)n(Cc3ccco3)c(=O)[nH]c2=O)c(=O)n(-c2ccccc2)n1C
→ 12 | -1.2 | -7 | . | 0 | 0.9 | 2 | -3 | -2 | 15
[29] C=CCN1CC[C@]23c4c5ccc(O)c4OC2C(O)C=CC3[C@H]1C5 (some centres undefined)
→ -19 | -0.8 | -1 | 1 | 1 | -0.8 | 1 | 0 | 0 | 4
[30] O=C(CNS(=O)(=O)c1ccc(Br)s1)N1CCC2(CC1)OCCO2
→ -9 | 0.5 | 12 | . | 0 | 1.1 | -2 | 5 | 4 | 1
[31] CCOc1ccc(N2C(=O)NC(=O)/C(=C\c3ccccc3[N+](=O)[O-])C2=O)cc1
→ -3 | -0.3 | -10 | -1 | -9 | 0.6 | 2 | -1 | 6 | 0
[32] Cc1cccc(-n2c(O)c(/C=N/N3CCOCC3)c(=O)[nH]c2=S)c1
→ -1 | -3.4 | 13 | . | 4 | 0.5 | -1 | -3 | 2 | -6
[33] CNC1(c2ccc(F)cc2)CCCCC1
→ -7 | -0.4 | 1 | 2 | 2 | 1.3 | 0 | -4 | 0 | -3
[34] CCOCCCn1c(N)c(C(=O)Nc2sc3c(c2C(=O)OC)CCCC3)c2nc3ccccc3nc21
→ 8 | -0.5 | 10 | 0 | 6 | -8.0 | -3 | 7 | 52* | -5
[35] O=C1NC(=O)C(=Cc2cccs2)C(=O)N1
→ -12 | 0.6 | -8 | -1 | -2 | 1.2 | 1 | -4 | -5 | 2
[36] Oc1ccc2c3c1O[C@H]1c4[nH]c5ccccc5c4C[C@@]4(O)[C@@H](C2)N(CC2CC2)CC[C@]314
→ 12 | 0.7 | 5 | -1 | -1 | -0.8 | -8 | -2 | 5 | 3
[37] CCN1CCN(c2nc3c(c(=O)[nH]2)CCC3)CC1
→ 8 | -3.1 | -6 | 3 | -3 | -1.6 | 3 | . | 12 | -8
[38] COc1cccc(CCNCc2cccc(C(F)(F)F)c2)c1
→ -4 | -2.0 | -6 | -4 | -1 | 0.8 | 3 | -2 | 3 | 10
[39] COC(=O)C1=C(c2ccccc2)C[C@@H]2CC[C@H]1N2C(=O)NCc1ccco1
→ 5 | 0.2 | -4 | 2 | 5 | -2.8 | -1 | -2 | 7 | -1
[40] CN1CCN(C(=O)COc2ccc(S(=O)(=O)Nc3ccc(F)cc3)cc2)CC1
→ 3 | 0.3 | 4 | -1 | 2 | 0.0 | 3 | -5 | -5 | -7
[41] NC1(C(=O)O)CCCc2ccc(N(CCCl)CCCl)cc21 (centres undefined)
→ 1 | -0.5 | -4 | 0 | -8 | 2.2 | -3 | -2 | -3 | 3
[42] Clc1cccc(N2CCNCC2)n1
→ 3 | 0.1 | -3 | 5 | -13 | -0.3 | 0 | -2 | 0 | -13
[43] O=c1cc(CN2CC=C(c3ccccc3)CC2)c2c(ccc3ccccc32)o1
→ -1 | -3.1 | -10 | -3 | 1 | -0.6 | 4 | 2 | -4 | .
[44] CCC(=NCc1ccco1)c1c(O)n(-c2ccccc2)c(=O)[nH]c1=O
→ 2 | -1.6 | 3 | . | 9 | -0.6 | 1 | -2 | -5 | 2
[45] O=c1[nH]c(=O)n(-c2ccccc2)c(O)c1N=Nc1ccc(Br)cc1
→ -3 | -0.4 | 3 | 0 | -2 | 0.4 | -3 | -3 | 2 | 4
[46] O=C(O)C1(Br)CC12c1ccccc1-c1ccccc12 (centres undefined)
→ -5 | -0.4 | 1 | 2 | -6 | -1.0 | -3 | -1 | -4 | 1
[47] CC[N+](CC)(CC)CCCOC(=O)C(O)(c1ccccc1)C1CCCCC1 (centres undefined)
→ 2 | 0.5 | 12 | . | 7 | 3.0 | 1 | -2 | -2 | -5
[48] C(=NC1CCCCC1)c1c[nH]c2ccccc12
→ -1 | -0.2 | 0 | -4 | 0 | 0.4 | -5 | . | 0 | -15
[49] Cc1ccc(NP(=O)(Oc2ccccc2F)Oc2ccccc2F)cc1
→ 30 | -1.2 | -14 | . | -11 | 0.2 | 1 | 0 | 0 | -12
[50] O=C1CC(=O)N(c2cccc(F)c2)C(=O)N1
→ -3 | -2.1 | 2 | 5 | -12 | -1.6 | -3 | -1 | -3 | -1
[51] COC(=O)C1=C(c2ccc(OC(F)(F)F)cc2)C[C@@H]2CC[C@H]1N2C(=O)NC(C)C
→ 11 | -0.5 | 2 | -3 | -10 | -1.7 | -2 | 0 | -4 | 2
[52] C[C@H]1CC2C3CC=C4C[C@@H](O)CC[C@]4(C)C3CC[C@]2(C)[C@H]1O (some centres undefined)
→ 6 | -1.2 | -8 | -4 | -8 | -3.9 | -2 | -11 | 0 | -3
[53] CC1CC=CCC12C(=O)NC(=S)NC2=O (centres undefined)
→ 10 | -0.7 | 1 | -2 | 10 | -1.3 | -43 | 0 | 4 | -2
[54] O=C(CCc1ccc(O)cc1)N1C[C@H]2C[C@@H](C1)c1cccc(=O)n1C2
→ -5 | 0.1 | 5 | -1 | -5 | -4.8 | 0 | 1 | 6 | 4

A few values from the entries so far.
Under Tat export inh, cpd 35 is entered as -12
Under CDK5 p35 inh, cpd 38 is entered as 0.8
